# Screening results deposited in PubChem BioAssay by NCI.
# NCI-60 one-dose screen, 48 h, at 10 µM unless noted. Numbers give growth in % (100 = growth as untreated, 0 = no growth, -100 = all killed).
# COLO 205: COLO 205 colon cancer. 79,000 compounds, 7.3% hits
# SW-620: SW-620 colon cancer. 82,000 compounds, 5.2% hits
# HT29: HT29 colon cancer; 81,000 compounds, 7.4% hits
# SNB-75: SNB-75 CNS cancer. 79,000 compounds, 5% hits
# A498: A498 renal cancer cells. 76,000 compounds, 5.4% hits
# HCT-116: HCT-116 colon cancer; 82,000 compounds, 7.3% hits; AID 1794798
# KM12: KM12 colon cancer cells | 82,000 compounds, 5% hits | AID 1794800
# HCC-2998: HCC-2998 colon cancer. 79,000 compounds, 4.7% hits
# HCT-15: HCT-15 colon cancer. 82,000 compounds, 5.2% hits. AID 1794746
# * hit, by the source's call; · = no result given; & = joins results of further samples. How the source made its calls: active means growth percent below 10; inactive means the rest.
No.	compound	COLO 205	SW-620	HT29	SNB-75	A498
1	Nc1cc2cc(Br)ccc2c(=O)n1NC(=O)c1ccc(Br)cc1	118	108	111	91	137
2	Cc1nnc(-c2ccc3c(c2)nc(-c2ccccc2)n3C2CCCCC2)o1	114	112	96	98	94
3	O=C(CCCCC(=O)N/N=C\c1ccccc1Cl)N/N=C\c1ccccc1Cl	77	61	51	119	58
4	CCn1cc(C(=O)N[C@H]2C(OC(C)=O)[C@@H](OC(C)=O)C(COC(C)=O)O[C@H]2OC(C)=O)c(=O)c2cc(F)c(N3CCN(C(C)=O)CC3)cc21 (some centres not stated)	113	100	111	106	115
5	O=S(=O)(O)c1ccc(O)c(S(=O)(=O)O)c1	122	95	116	94	94
6	S=C(NC1CCCCC1)C(=S)NC1CCCCC1	108	101	96	95	106
7	CNc1ccc(C(C2=C(O)COC2=O)c2cc(OC)c(OC)c(OC)c2)cc1 (configuration not stated)	117	114	109	83	114
8	CN(C)CCC(C(=O)C(Br)Br)c1ccccc1 (configuration not stated)	70	88	95	81	102

No.	HCT-116	KM12	HCC-2998	HCT-15
1	95	104	108	99
2	95	91	107	98
3	25	50	50	38
4	105	103	116	100
5	106	102	103	111
6	93	98	116	99
7	101	104	106	102
8	92	104	111	92

# Remaining list, next part.
No.	compound	COLO 205	SW-620	HT29	SNB-75	A498
9	C=CCn1c(SCC(=O)N2CCN(c3cc4c(cc3F)c(=O)c(C(=O)O)cn4C3CC3)CC2)nnc1-c1cc(OC)c(OC)c(OC)c1	71	103	95	107	135
10	CCCCc1nc2c(N)nc3ccccc3c2n1Cc1ccccc1	62	72	32	75	43
11	Cc1cc(C)nc(NS(=O)(=O)c2ccc(NC3Nc4nc5ccccc5nc4S3)cc2)n1 (configuration not stated)	·	98	104	88	89
12	O=C1NC(=O)/C(=C\c2ccc(OCC(=O)N3C(=O)c4ccccc4S3(=O)=O)cc2)S1	145	104	112	89	86
13	O=C(/C=C(O)/C=C/c1ccc(OC(F)(F)F)cc1)/C=C/c1ccc(OC(F)(F)F)cc1	121	83	96	99	100
14	CC[n+]1c(C)cc(C)c2ccccc21	104	101	103	93	92
15	Nc1c(C(=O)c2ccccc2)nnc2ncnn12	103	106	100	97	71
16	O=C1CC(c2ccccc2)=C(c2ccccc2)C1	115	105	98	81	·

No.	HCT-116	KM12	HCC-2998	HCT-15
9	60	98	101	91
10	47	83	84	57
11	100	100	103	100
12	87	111	104	96
13	65	103	104	91
14	92	77	97	115
15	105	105	98	111
16	110	103	100	99

# Other records follow.
No.	compound	COLO 205	SW-620	HT29	SNB-75	A498
17	COC(=O)CCNS(=O)(=O)/N=C1\NC(=O)NC1=C(Cl)Cl	106	112	119	122	·
18	CSc1nc2c(c(=O)n1C)CN(c1ccccc1)C(=O)CN2	120	96	111	80	101
19	O=C1N(CCCCCCO)c2ccccc2[C@]12Oc1ccccc1[C@H]1CC(c3ccc(Br)cc3)=NN12	95	98	99	78	91
20	CC(C)(C)n1cc(-c2ccnc(NCCCNS(=O)(=O)c3ccc(F)cc3)c2)c(-c2cccc(O)c2)n1	13	8.4*	14	·	59
21	Cc1ncc(CCO)c2c1OC(C)(C)OC2	111	103	119	95	84
22	CC(=O)OCC1OC(n2cc(COc3ccc4ccc(=O)oc4c3)nn2)C(OC(C)=O)C(OC(C)=O)C1OC(C)=O (configuration not stated)	108	99	103	56	94
23	CCCCn1c(Cc2ccc(OC)cc2)nc2cc(OC)c(OC)cc2c1=O	107	92	101	88	62
24	NC(=S)N/N=C1\c2cc(Cl)ccc2-c2c1cc(Cl)cc2[N+](=O)[O-]	87	71	80	85	18

No.	HCT-116	KM12	HCC-2998	HCT-15
17	99	105	117	98
18	94	113	99	97
19	59	90	101	45
20	32	28	9.2*	0.6*
21	96	106	78	101
22	102	99	101	100
23	·	94	98	93
24	39	64	72	70

# The list continues:
No.	compound	COLO 205	SW-620	HT29	SNB-75	A498
25	COc1ccc(OC)c(/C=C2\Cc3cc4c(cc3C2=O)OCO4)c1	94	84	102	80	94
26	COc1cc(CNC(=O)/C=C/C=C/c2ccc3c(c2)OCO3)ccc1OCc1cn(-c2ccccc2Cl)nn1	113	102	105	64	91
27	CCCn1c(O)c(N=NC(=O)c2ccc(S(N)(=O)=O)cc2)c2ccccc21	106	102	104	96	71
28	N#CC1(Nc2ccc(Br)cc2)CCCC1	66	66	71	88	98
29	COc1ccc(/C=N/n2c(CN3CCCCC3)nc3ccccc3c2=O)cc1	119	99	111	104	103
30	Nc1nnc(-c2ccc3ccccc3c2O)o1	100	85	105	·	103
31	Cc1ccc(-c2cnc3nonc3n2)cc1	70	85	84	97	100
32	O=C(Nc1ncc(Cc2ccccc2Cl)s1)c1ccc(OCc2ccccc2)cc1	111	69	81	89	95

No.	HCT-116	KM12	HCC-2998	HCT-15
25	82	68	88	55
26	97	97	101	90
27	103	103	114	102
28	51	30	75	66
29	100	103	109	99
30	89	99	90	79
31	65	76	98	65
32	80	67	88	58

# Compound profiles, from the list above:
# COc1cc(CNC(=O)/C=C/C=C/c2ccc3c(c2)OCO3)ccc1OCc1cn(-c2ccccc2Cl)nn1 across the screens: COLO 205 = 113; SW-620 = 102; HT29 = 105; SNB-75 = 64; A498 = 91; HCT-116 = 97; KM12 = 97; HCC-2998 = 101; HCT-15 = 90
# COc1ccc(OC)c(/C=C2\Cc3cc4c(cc3C2=O)OCO4)c1 across the screens: COLO 205 = 94; SW-620 = 84; HT29 = 102; SNB-75 = 80; A498 = 94; HCT-116 = 82; KM12 = 68; HCC-2998 = 88; HCT-15 = 55
# O=C(Nc1ncc(Cc2ccccc2Cl)s1)c1ccc(OCc2ccccc2)cc1 across the screens: COLO 205 = 111; SW-620 = 69; HT29 = 81; SNB-75 = 89; A498 = 95; HCT-116 = 80; KM12 = 67; HCC-2998 = 88; HCT-15 = 58

# Other entries follow.
No.	compound	COLO 205	SW-620	HT29	SNB-75	A498
33	O=C1CC(c2nc3ccccc3o2)CN1Cc1ccccc1 (configuration not stated)	109	106	99	104	92
34	CCOC(=O)Cn1c2c(sc3ncccc32)c(=O)n2nnc(-c3ccccc3)c12	95	119	105	83	144
35	c1ccc(N[n+]2ccc3ccccc3c2)cc1	105	101	·	119	90
36	C=CCn1c(SCC(=O)Nc2ccc(C(=O)/C=C/c3cc(OC)c(OC)c(OC)c3)cc2)nnc1-c1c[nH]c2ccccc12	73	-1.0*	-57*	91	44
37	COc1ccc(/C=C/C(=O)c2cc3c(N)c(C(=O)Nc4ccc(OC)cc4)sc3nc2C)cc1	-48*	19	-18*	2.4*	19
38	CCOC(=O)/C=C(/C)Sc1cc(O)ccc1O	112	117	113	70	·
39	CCCCNCC(O)c1cc2c(Cl)cc(Cl)cc2c2cc(C(F)(F)F)ccc12 (configuration not stated)	-77*	-68*	-84*	-88*	-20*
40	O=C(O)c1cn(C2CC2)c2cc(N3CCN(C(=O)CSc4nnc(-c5cc(-c6ccccc6)nc6ccccc56)o4)CC3)c(F)cc2c1=O	112	114	112	117	111

No.	HCT-116	KM12	HCC-2998	HCT-15
33	95	104	100	109
34	96	114	111	105
35	103	119	89	97
36	-66*	30	-28*	-20*
37	17	13	16	21
38	104	111	103	98
39	-92*	-89*	-72*	-60*
40	107	107	114	102

# More structures
No.	compound	COLO 205	SW-620	HT29	SNB-75	A498
41	Cc1nc2ccc(Br)cn2c1-c1nnc(SCc2ccc(C#N)cc2)o1	105	93	109	77	74
42	COc1ccc(-c2nc3sc(C)nn3c2-c2nc3ccc(C)cc3[nH]2)cc1	108	105	112	98	94
43	CC(=O)c1ccc(NC(=O)CSc2nnc(-c3ccc4nc(-c5ccc([N+](=O)[O-])cc5)[nH]c4c3)o2)cc1	98	110	115	87	127
44	C/C=C/C/C=C/[C@H](C)C[C@H](O)[C@@H]1C[C@@H]2O[C@H]2/C=C/[C@H](O)[C@@H](O)/C=C/C[C@H](C)CC(=O)O1	109	94	68	91	115
45	c1ccc(Cc2ccncc2)cc1	·	99	102	·	89
46	C=CCn1cc(-c2nc3ccccc3s2)c2cc(-c3ccc4c5c(cccc35)C(=O)N(Cc3ccccc3)C4=O)ccc21	110	100	100	·	109
47	O=C(CSc1nc2sc3c(c2c(=O)n1-c1ccc(Cl)cc1)CCCC3)Nc1nc(-c2cccc(Br)c2)cs1	85	79	62	42	·
48	CN(c1ccc(Cl)cc1)S(=O)(=O)c1ccc(-c2cnc(C3CC3)o2)cc1	-7.1*	26	15	43	13

No.	HCT-116	KM12	HCC-2998	HCT-15
41	93	101	116	87
42	109	110	117	100
43	108	106	115	103
44	71	80	95	66
45	103	98	93	100
46	105	101	106	98
47	82	84	107	88
48	11	8.9*	23	16

# An excerpt from above, showing only A498 and HCT-116.
item | structure | A498 | HCT-116
43 | CC(=O)c1ccc(NC(=O)CSc2nnc(-c3ccc4nc(-c5ccc([N+](=O)[O-])cc5)[nH]c4c3)o2)cc1 | 127 | 108
44 | C/C=C/C/C=C/[C@H](C)C[C@H](O)[C@@H]1C[C@@H]2O[C@H]2/C=C/[C@H](O)[C@@H](O)/C=C/C[C@H](C)CC(=O)O1 | 115 | 71
45 | c1ccc(Cc2ccncc2)cc1 | 89 | 103
46 | C=CCn1cc(-c2nc3ccccc3s2)c2cc(-c3ccc4c5c(cccc35)C(=O)N(Cc3ccccc3)C4=O)ccc21 | 109 | 105
47 | O=C(CSc1nc2sc3c(c2c(=O)n1-c1ccc(Cl)cc1)CCCC3)Nc1nc(-c2cccc(Br)c2)cs1 | · | 82

# Next entries follow.
No.	compound	COLO 205	SW-620	HT29	SNB-75	A498
49	O=CN1N=C(c2cccc(Nc3ccncc3)c2)CC1c1ccc2c(c1)OCO2 (configuration not stated)	113	102	70	88	97
50	Nc1nc(Nc2ccccc2SSc2ccccc2Nc2nc(N)nc(-c3ccc(I)cc3)n2)nc(-c2ccc(I)cc2)n1	112	94	98	·	·
51	CCCCCOc1ccc(N2C(=O)C(C)CNC2=S)cc1 (configuration not stated)	113	95	101	85	100
52	O=C(O)c1ccccc1C(=O)c1ccc(O)cc1O	100&109	108&105	96&101	81&97	97
53	N=CN	113	112	112	99	114
54	C=CCN1C(=O)/C(=c2\sc3n(c2=O)C2C(NN=3)N(CC)C(=O)N2CC)c2ccccc21 (configuration not stated)	-14*	31	6.6*	24	11
55	CC(C)C1C2=C(NCCN1C(=O)c1ccncc1)C(C)(C)N(Cc1ccccc1)C2=O (configuration not stated)	109	105	93	82	113
56	C=CCON(C)c1ccc([N+](=O)[O-])cc1[N+](=O)[O-]	109	100	92	86	85

No.	HCT-116	KM12	HCC-2998	HCT-15
49	83	98	98	96
50	50	37	105	36
51	95	98	119	105
52	93&101	98&99	99&100	99&99
53	121	113	113	102
54	11	20	4.5*	16
55	93	98	100	103
56	103	107	·	106

# Later entries
No.	compound	COLO 205	SW-620	HT29	SNB-75	A498
57	CC[Si](CC)(CC)OC1[C@@H](O[Si](CC)(CC)CC)[C@@H](CNC(=O)NC)O[C@H]1n1cnc2c(NC(=O)Nc3ccccc3)ncnc21 (some centres not stated)	99	72	50	78	39
58	COc1ccc2[nH]c(=O)cc(-n3ncc(C(C)=O)c3C)c2c1	105	97	96	88	110
59	O=C(CC(=O)Nc1cccc(C(F)(F)F)c1)Nc1ccc(Oc2ncnc3scc(Nc4n[nH]c(=S)s4)c23)cc1	95	96	110	91	122
60	CN(C)c1ccc(/C=C\N=Nc2ccc(Br)cc2)cc1	82	29	53	82	·
61	NC(=S)N/N=C\c1cccc(/C=N/NC(N)=S)c1	115	93	103	87	77
62	CCCc1nc(NC(=O)c2ccccc2)nc(NC(=O)c2ccccc2)n1	117	99	101	·	91
63	CCOC(=O)C1=C(N)Oc2c(sc3c(F)cccc23)C1c1ccc(OC)cc1 (configuration not stated)	94	85	91	88	102
64	CCOC(=O)c1c(C)nc2c(c1N)C(=O)C(=O)N2c1cc(OC)c(OC)c(OC)c1	103	97	82	93	92
65	CC1OC(n2c3ccccc3c3c4c(c5c6ccccc6[nH]c5c32)C(=O)N(CCN2CCCC2)C4=O)CC(O)C1O (configuration not stated)	25	18	-50*	12	56
66	OCCCC1CCCCN1C(Cc1ccccc1)c1ccccc1 (configuration not stated)	83	113	78	94	132
67	Cc1nn(-c2ccccc2)c2nc(C)n(-c3ccc(Br)cc3)c(=O)c12	1.3*	23	-16*	-6.8*	-30*

No.	HCT-116	KM12	HCC-2998	HCT-15
57	52	61	97	86
58	92	100	117	103
59	103	·	110	101
60	51	30	83	36
61	106	97	104	101
62	100	109	101	107
63	82	92	104	91
64	96	102	99	95
65	26	26	22	11
66	80	101	103	101
67	16	43	33	17
